K1F lysis inhibition = protection from phage-mediated lysis, alamar blue read-out – E. coli UTI89, K1F phage, bacterial capsule biogenesis inhibitors (AID 488966); E. coli UTI89 K1F phage lysis, alamar blue, 2 h; higher % means a stronger effect; one-dose inhibition, % at 100 µM; IC50 in µM for titrated hits; hit rate 0.02% among 340,000;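 active = phage lysis inhibition, versus mean bacterial control, above a set limit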;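 also: capsule biogenesis inhibitors block K1F phage lysis so surviving cells raise fluorescence; higher fluorescence means more inhibition of phage lysis; actives were called in the ten point dose series up to 300 µM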
The depositor's hits bear a star; [ ] = dose if it differs, or a comment. Some of the compounds tested; the hit share may differ from the screen's.

O=C(NC(=S)Nc1ccccc1OC(F)F)c1ccc2c(c1)OCO2 was read as K1F lysis inhibition 0.7%[50 µM].
Screening CC(=O)OCC(=O)NCCCOc1cccc(CN2CCCCC2)c1 returned K1F lysis inhibition 5.0%.
`COC(=O)C(C)Oc1cc(OC(C)C(=O)OC)c2c(-c3ccccc3)cc(=O)oc2c1` (stereo not given) gave K1F lysis inhibition -0.3%.
`C[C@@H]1CN(C(=O)c2ccc(OC3CCN(S(=O)(=O)N(C)C)CC3)cc2)C[C@H](C)O1` gave K1F lysis inhibition 1.2%[50 µM].
`Cc1ccc(OCCC(=O)OCC(=O)N2CC(=O)Nc3ccccc32)cc1` gave K1F lysis inhibition -0.5%[50 µM].
`O=C(NCCCN1CCCC1=O)c1sc2ccccc2c1Cl` gave K1F lysis inhibition -0.1%.
CSc1ncccc1C(=O)NC1CC(C)(C)Cc2c1cnn2-c1ccccc1C (stereo not given) was read as K1F lysis inhibition -0.1%.
`COc1ccc(-c2sc3ccc(OC)cc3c2-c2ccc(OCCN3CCOCC3)cc2)cc1` gave K1F lysis inhibition 0.1%.
`CCn1c(COC(=O)CNC(=O)c2cc(OC)c(OC)c(OC)c2)nc2cc(S(=O)(=O)N(C)C)ccc21` gave K1F lysis inhibition 0.5%[50 µM].
`Cc1ccc(NC(=O)CCc2nnc3ccc(N4CCC5(CC4)OCCO5)nn23)nc1` gave K1F lysis inhibition -0.2%.
CC(=O)N1CCN(S(=O)(=O)c2ccc(S(=O)(=O)N3CCCC(C)C3)cc2)CC1 (stereo not given) was read as K1F lysis inhibition -0.1%.
`CCC[C@@H](CNC)NC[C@H](Cc1ccccc1)NCCCCc1ccccc1` gave K1F lysis inhibition 0.0%.
Screening COc1ccc(C(=O)CC(=O)C(=O)Nc2ccccc2OC)cc1 returned K1F lysis inhibition 0.0%.
`CCCOc1cccc(C(=O)NCCNC(=O)c2cnccn2)c1` gave K1F lysis inhibition -0.1%.
Screening Cc1[nH]c(-c2ccc(F)cc2)cc1C(=O)N1CCN(c2ccc(Cl)cc2)CC1 returned K1F lysis inhibition -0.5%[50 µM].
`CCOc1ccc(NS(=O)(=O)c2cccc(C(=O)N(C)Cc3ccco3)c2)cc1` gave K1F lysis inhibition -0.5%[50 µM].
`CN=C1N(C)C[C@@H]2[C@@H]3C(=O)N(C)C(=O)[C@@H]3[C@](Cc3ccccc3)(C(=O)OC)N12` gave K1F lysis inhibition 0.3%.
`O=S(=O)(c1ccc(F)c(F)c1)N1CCN(S(=O)(=O)c2cccs2)CC1` gave K1F lysis inhibition 1.0%[50 µM].
COCCN(C(=O)COC(=O)/C=C/c1ccc(C(F)(F)F)cc1)c1c(N)n(Cc2ccccc2)c(=O)[nH]c1=O was read as K1F lysis inhibition 0.0%[50 µM].
Screening CC(=O)C1(C)C(=O)N(c2ccc(C)cc2)C(=O)N1c1ccc(C)cc1 (stereo not given) returned K1F lysis inhibition inactive.
For COc1ccc(C2=CC(=O)C[C@H](c3ccc(F)cc3)C2)cc1OC the results were K1F lysis inhibition 4.8%.
Screening C[C@@H]1CCC2[C@](C)(CO)[C@@H](O)CC[C@]2(C)[C@@]12CC[C@@](CO)(CC(=O)O)O2 (stereo not given in full) returned K1F lysis inhibition 0.1%.
For NC(=O)CN1C(=O)NC2(CCCc3sccc32)C1=O (stereo not given) the results were K1F lysis inhibition 0.4%.
Screening CCOc1ccc(NC(=O)CN(C)C(=O)c2cc(S(=O)(=O)N3CCCCC3)ccc2Cl)cc1OCC returned K1F lysis inhibition 1.1%[50 µM].
Cc1cc(NCC2CCCCC2)nc2ccccc12 was read as K1F lysis inhibition 1.6%.
`CC(=O)Nc1ccc(CNc2ncnc3ccc(-c4c(C)noc4C)cc23)cc1` gave K1F lysis inhibition 0.6%.
For COC(=O)NNC(=O)C(c1ccccc1)c1ccccc1 the results were K1F lysis inhibition -0.4%[50 µM].
`OCC1(Cc2ccccc2F)CCCN(CC2CCCCC2)C1` (stereo not given) gave K1F lysis inhibition 0.1%.
For O=C(O)c1ccc(NC(=S)NC(=O)c2ccc3ccccc3c2)cc1 the results were K1F lysis inhibition 0.3%[50 µM].
Screening Cc1ccc([C@H]2C(C(=O)O)=C[C@@H](CC3CCCC3)N2S(=O)(=O)c2ccc(C)cc2)cc1 returned K1F lysis inhibition -0.1%.
`COc1ccc(CC(=O)Nc2ccccc2N2CCCC2)cc1OC` gave K1F lysis inhibition 1.7%[50 µM].
Screening Cc1ccc(NC(=O)COC(=O)CN2C(=O)NC3(CCCC3)C2=O)cc1Cl returned K1F lysis inhibition 1.5%[50 µM].
For Cc1cccc(C)c1NC(=O)N1CC=CCC1 the results were K1F lysis inhibition 0.3%[50 µM].
`Cc1ccc(C)c(N2CCN(C(=O)CCCn3ncn4c(cc5occc54)c3=O)CC2)c1` gave K1F lysis inhibition 0.2%.
`Cn1cnnc1SCCNS(=O)(=O)c1cccc([N+](=O)[O-])c1` gave K1F lysis inhibition -0.1%.
For O=C1COc2ccc(S(=O)(=O)N3CCN(c4ccccc4)CC3)cc2N1 the results were K1F lysis inhibition 0.0%.
For CCOc1ccccc1C(=O)N[C@H](C(=O)OCC(=O)Nc1nnc(-c2ccccc2)o1)C(C)C the results were K1F lysis inhibition -1.4%.
Screening Cc1ccc(S(=O)(=O)N(C)c2ccccc2C(=O)N2CCCC2)cc1 returned K1F lysis inhibition 1.5%[50 µM].
`Cc1nc2ccccn2c(=O)c1NC(=O)c1cccc2ccccc12` gave K1F lysis inhibition 0.7%[50 µM].
Screening O=C(Nc1ccc2nc3n(c(=O)c2c1)CCCCC3)c1cc([N+](=O)[O-])ccc1F returned K1F lysis inhibition -0.7%.
Screening COc1ccc(OC)c(NC(=O)c2cc(S(=O)(=O)N3CCCC3)cn2C)c1 returned K1F lysis inhibition 6.5%.
CC(=O)c1cccc(S(=O)(=O)N2CCN(CCOc3ccccc3)CC2)c1 was read as K1F lysis inhibition 0.5%[50 µM].
Screening CN(C)c1ccc(C(CNC(=O)c2cccs2)N(C)C)cc1 (stereo not given) returned K1F lysis inhibition -0.1%.
COc1ccc(CCNC(=O)CSc2nc3ncccc3[nH]2)c(OC)c1 was read as K1F lysis inhibition 0.3%.
Cc1noc(C)c1COc1ccc(C(=O)N(C)CCOc2ccccc2)cc1 was read as K1F lysis inhibition 0.4%[50 µM].
O=C(O)C1(Nc2ccc(Br)cc2)CCCC1 was read as K1F lysis inhibition -1.4%.
`Cc1ccc2c(c1)N(CC(=O)NCCCN1CCCC1)C(=O)CO2` gave K1F lysis inhibition 0.5%.
Screening CCn1c(=O)[nH]c2cc(Cl)c(Cl)cc21 returned K1F lysis inhibition -0.4%.
Cc1cccc(C(C)C)c1NC(=O)COC(=O)CN1C(=O)C2CC=CCC2C1=O (stereo not given) was read as K1F lysis inhibition 0.9%[50 µM].
CCCCn1c(-c2ccc(C(C)(C)C)cc2)nc2cc3[nH]c(=O)c(C(C)C)nc3cc21 was read as K1F lysis inhibition 2.2%.
For CNC(=O)C(=O)Nc1ccc2c(c1)N(S(=O)(=O)c1cccs1)CCC2 the results were K1F lysis inhibition 1.0%[50 µM].
For O=C(CSc1nnc(-c2ccccc2F)n1C1CC1)NCc1ccco1 the results were K1F lysis inhibition 0.5%[50 µM].
For O=C(Cc1ccccc1[N+](=O)[O-])N1CCOCC1 the results were K1F lysis inhibition 0.3%.
`COc1ccc(C)cc1S(=O)(=O)Nc1cc2c3c(c1)C(C)C(=O)N3CCC2` (stereo not given) gave K1F lysis inhibition 1.0%[50 µM].
For COc1ccc(NC(=O)c2ccc(NC(=O)C3COc4ccccc4O3)cc2)c(OC)c1 (stereo not given) the results were K1F lysis inhibition 0.4%.
Screening O=C(c1ccc(CS(=O)c2cccc(Cl)c2)o1)N1CCCCCC1 (stereo not given) returned K1F lysis inhibition 0.1%.
O=C(N/C(=C\c1ccc(Br)cc1)C(=O)N1CCOCC1)c1ccc(Br)o1 was read as K1F lysis inhibition 1.2%.
Cc1[nH]n(S(=O)(=O)c2ccccc2)c(=O)c1N=Nc1cccc(Cl)c1 was read as K1F lysis inhibition 0.3%.
`Cc1cc(N2O[C@H]3C=C[C@@H]2C3)no1` gave K1F lysis inhibition 0.1%.
For CCN(C(=O)/C=C/c1ccccc1)C1CCCCC1 the results were K1F lysis inhibition 1.1%.
O=[N+]([O-])c1ccc(S(=O)(=O)N/N=C/c2ccc3c(c2)OCO3)cc1 was read as K1F lysis inhibition 0.3%[50 µM].
For Cc1cc(S(=O)(=O)Nc2cccc([N+](=O)[O-])c2)c(C)s1 the results were K1F lysis inhibition 0.1%.
For COCC(=O)N1CCC(Oc2ccc(C(=O)N3C[C@@H]4CCC[C@H]3C4)cc2)CC1 the results were K1F lysis inhibition 0.3%.
Cc1cc(=O)oc2cc(OCC(=O)Nc3ccccc3C(=O)O)ccc12 was read as K1F lysis inhibition -0.2%.
`Cc1ccc(OCCC(=O)OCC(=O)Nc2ccc(N3CCOCC3)cc2)cc1` gave K1F lysis inhibition 0.4%[50 µM].
Cc1ccc(C(=O)NCCCNC(=O)c2ccco2)cc1 was read as K1F lysis inhibition 0.5%.
For O=C(NC(=S)Nc1ccc(Br)cc1)C1CCCCC1 the results were K1F lysis inhibition 0.3%[50 µM].
Screening CCCn1c(N)c(C(=O)CSc2nnc3n2CCCCC3)c(=O)[nH]c1=O returned K1F lysis inhibition 0.9%[50 µM].
For CC(OC(=O)c1ccc(F)c(S(=O)(=O)N2CCOCC2)c1)C(=O)NCC1CCCCC1 (stereo not given) the results were K1F lysis inhibition 0.3%[50 µM].
`Cc1noc(C)c1CSCC(=O)Nc1ccc(OC(F)F)c(Cl)c1` gave K1F lysis inhibition 1.8%[50 µM].
`CCN(CC)CCNC(=O)c1cc(Br)c(N)cc1OC` gave K1F lysis inhibition 0.9%.
For COCCn1c(SCC(=O)N2CCCCCC2)nnc1-c1ccco1 the results were K1F lysis inhibition -0.4%.
`Cc1nn(C)c(NC(=O)c2ccc(Cl)cc2)c1Cl` gave K1F lysis inhibition 0.0%.
Screening NC(=O)c1ccc(/C=N/O)[n+](Cc2ccccc2)c1 returned K1F lysis inhibition -1.3%.
For COc1ccc(C2CC(=O)c3c(O)cc(O)cc3O2)c(CC=C(C)C)c1OC (stereo not given) the results were K1F lysis inhibition -2.5%.
For COc1ccc(NC(C)=O)cc1S(=O)(=O)NC(Cc1ccccc1)C(=O)NCc1ccccc1C (stereo not given) the results were K1F lysis inhibition 0.1%.
COc1ccc(CN2CCN(C3CCC3)CC2CCO)c(F)c1 (stereo not given) was read as K1F lysis inhibition 0.1%.
O=C(NCc1cc([N+](=O)[O-])ccc1O)c1cccnc1Sc1ccccc1Cl was read as K1F lysis inhibition 175µM*.
Screening Cc1nc(N2CCN(c3ccccn3)CC2)c2c(C)c(C(=O)Nc3c(F)cc(F)cc3Br)sc2n1 returned K1F lysis inhibition 4.3%.
`Brc1ccsc1-c1csc(-c2ccncc2)n1` gave K1F lysis inhibition -0.1%.
For CCn1cc(C(=O)NCC(OC)OC)c(=O)c2cc(S(=O)(=O)N(C)C3CCCCC3)ccc21 the results were K1F lysis inhibition -0.3%.
For O=C(NC1CCCCC1)C(=O)c1c[nH]c2ccccc12 the results were K1F lysis inhibition 0.2%.
For CN(C)C(=S)Oc1ccccc1-c1ccccc1OC(=S)N(C)C the results were K1F lysis inhibition 1.1%.
`COc1ccc(C(=O)NCCS(=O)(=O)N2CCN(C(=O)c3ccco3)CC2)cc1` gave K1F lysis inhibition 0.8%[50 µM].

Random excerpt: 2 compounds from above.
For COc1ccc(C2CC(=O)c3c(O)cc(O)cc3O2)c(CC=C(C)C)c1OC (stereo not given) the results were K1F lysis inhibition -2.5%.
Screening NC(=O)c1ccc(/C=N/O)[n+](Cc2ccccc2)c1 returned K1F lysis inhibition -1.3%.

Next compounds.
C=CCn1c(SCC(=O)c2c(N)n(C)c(=O)n(C)c2=O)nnc1-c1ccoc1C was read as K1F lysis inhibition -0.4%.
`COc1ccc(CC(CC(=O)O)C(=O)Nc2ccc(Cl)c(Cl)c2)cc1` (stereo not given) gave K1F lysis inhibition -0.2%.
`Cc1ccc(-c2cc(C(=O)NC3CCCCC3)no2)cc1` gave K1F lysis inhibition 0.3%.
Screening O=c1c2c(-c3ccc([N+](=O)[O-])cc3)ccnc2[nH]n1-c1ccccc1 returned K1F lysis inhibition 0.2%.
Screening COc1ccc(NC(=O)N2CCCC2C(=O)Nc2ccc(C)cc2C)cc1 (stereo not given) returned K1F lysis inhibition -0.8%.
CC1=C(c2ccccc2)C=NNCC1=O was read as K1F lysis inhibition -4.7%.
For Cc1ccc(S(=O)(=O)N(C)CC(=O)N2CC(C)OC(C)C2)cc1 (stereo not given) the results were K1F lysis inhibition 0.1%.
`CCN(CC(=O)NCc1ccc(Cl)cc1)C(=O)CSc1ccccc1` gave K1F lysis inhibition 0.4%[50 µM].

Entries shown so far with a furan ring, fused or not, in the order listed:
`CCOc1ccc(NS(=O)(=O)c2cccc(C(=O)N(C)Cc3ccco3)c2)cc1` gave K1F lysis inhibition -0.5%[50 µM].
`Cc1ccc(C)c(N2CCN(C(=O)CCCn3ncn4c(cc5occc54)c3=O)CC2)c1` gave K1F lysis inhibition 0.2%.
For O=C(CSc1nnc(-c2ccccc2F)n1C1CC1)NCc1ccco1 the results were K1F lysis inhibition 0.5%[50 µM].
Screening O=C(c1ccc(CS(=O)c2cccc(Cl)c2)o1)N1CCCCCC1 (stereo not given) returned K1F lysis inhibition 0.1%.
O=C(N/C(=C\c1ccc(Br)cc1)C(=O)N1CCOCC1)c1ccc(Br)o1 was read as K1F lysis inhibition 1.2%.
Cc1ccc(C(=O)NCCCNC(=O)c2ccco2)cc1 was read as K1F lysis inhibition 0.5%.
For COCCn1c(SCC(=O)N2CCCCCC2)nnc1-c1ccco1 the results were K1F lysis inhibition -0.4%.
`COc1ccc(C(=O)NCCS(=O)(=O)N2CCN(C(=O)c3ccco3)CC2)cc1` gave K1F lysis inhibition 0.8%[50 µM].
C=CCn1c(SCC(=O)c2c(N)n(C)c(=O)n(C)c2=O)nnc1-c1ccoc1C was read as K1F lysis inhibition -0.4%.

Screening results from PubChem BioAssay.
